PHOSPHO1 inh – PubChem AID 1565. Phosphoethanolamine/phosphocholine phosphatase (Homo sapiens), Q8TCT1. 1.1% of 290,000 active. inhibition, % at 13.3 µM. recombinant PHOSPHO1, absorbance phosphatase assay; in the data active = inhibition above about 60%
IMP-1 inhibitor – IMP-1 metallo-beta-lactamase inhibitors, primary screen, biochemical, epi-absorbance readout, Pseudomonas aeruginosa enzyme. metallo-beta-lactamase IMP-1 (Pseudomonas aeruginosa). purified IMP-1, nitrocefin hydrolysis, epi-absorbance fluorescence. inhibition, % at 5.6 µM. 0.45% of 290,000 active. AID 1556, 2009;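 active = inhibition above the mean plus 3 SD of all compounds in the same screening run, cut at about 4.5% in these data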;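 note: 0% = IMP-1 with DMSO and 100% = DMSO wells lacking enzyme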
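System: Purified IMP-1 | Read-out basis: Percent enzyme inhibition | Controls: IMP-1 with DMSO as 0%, enzyme-free DMSO as 100% | Replicates: One well per compound | Doses: 5.6 µM nominal single concentration | Detection: Epi-absorbance fluorescence, 480 nm excitation, 530 nm emission | Incubation: 25 °C, 15 min preincubation, 25 min reaction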
IDE act – human IDE activators in live cells, primary screen, fluorescence polarization, HEK cells, FAbeta-B substrate; Insulin-degrading enzyme (Homo sapiens), P14735; FAbeta-B cleavage; 0% vehicle, 100% cell-free pure enzyme wells; activation, % at 5.96 µM; 0.073% of 340,000 active;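 active = activation above the mean of all tested compounds plus 3 SD, set per screening campaign, cut at about 17% in these data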
PfM18AAP inh – PfM18AAP inhibitors, malaria aminopeptidase, primary screen, biochemical, QFRET, recombinant enzyme; M18 aspartyl aminopeptidase (Plasmodium falciparum 3D7); H-Glu-NHMec fluorogenic cleavage; inhibition, % at 7.35 µM; 1.2% of 290,000 active; AID 1822, 2009;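 active = inhibition above the campaign mean inhibition over all tested compounds plus 3 SD, cut at about 28% in these data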;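 note: 0% = plate median of test compound wells and 100% = 2 mM ZnCl2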
pCIP destab – p/CIP-EGFP fusion destabilizers, primary screen, fluorescence, F442A cells. 16 h. decrease of EGFP signal, % at 10 µM. 0.01% of 290,000 active. Q05BA5. AID 1984, 2009;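 active = EGFP signal decrease of at least 30% at 10 µM or well 3 SD below plate mean, unless failing retest; inactive = the rest, including hits failing retest or dose response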; note: some compounds called inactive have numbers as strong as hits; many of its hits are not listed in these tables
GPR7 antag – GPR7 receptor antagonists, primary screen, cell-based, fluorescence, single concentration; Neuropeptides B/W receptor type 1 (Homo sapiens), P48145; GPR7-expressing cells, fluorescence antagonist assay; inhibition, % at 4.4 µM; 1.1% of 290,000 active; in the data active = inhibition above about 16%, passing the limit was not always enough;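 note: cells stimulated with the agonist NPW; 0% = agonist with vehicle and 100% = vehicle without agonist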
IDE cell inh – human IDE inhibitors in live cells, primary screen, fluorescence polarization, HEK cells, FAbetaB substrate | Insulin-degrading enzyme (Homo sapiens), P14735 | FAbetaB cleavage | inhibition, % at 5.59 µM | 0.41% of 320,000 active | AID 434962, 2010;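 active = percent inhibition above the average of all tested compounds plus 3 SD, set per screening campaign, cut at about 16% in these data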;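 note: IDE supplied by intact live HEK cells; FP after avidin binding of uncleaved biotin substrate so inhibition keeps polarization high; 0% = DMSO wells and 100% = 60 µM reference IDE inhibitor Ii1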
NALP1 yeast inh – NALP1 inflammasome inhibitors in reconstituted yeast, colorimetric, S. cerevisiae, triplicate retest. 0.61% of 280,000 active. S. cerevisiae NALP1/ASC/caspase-1 growth, X-gal OD620, 72 h. inhibition, % at 10 µM. AID 2071, 2009; in the data active = inhibition mostly above about 24%, no sharp cut-off; inactive = mostly below about 32%; note: some compounds called inactive have numbers as strong as hits
VIM-2 inh – VIM-2 metallo-beta-lactamase inhibitors, primary screen, biochemical, epi-absorbance readout, Pseudomonas aeruginosa enzyme | purified VIM-2, nitrocefin hydrolysis, epi-absorbance fluorescence | inhibition, % at 5.6 µM | 0.89% of 290,000 active;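 active = inhibition above the mean of all tested compounds plus 3 SD, cutoff set per screening run, cut at about 7.5% in these data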;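 note: red hydrolysis product quenches plate fluorescence so inhibitors raise well fluorescence; 0% = enzyme with DMSO and 100% = DMSO without enzyme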
Active calls of the source: *; · = no result given. Not a hit list. About 5.3% of those tested had a hit in this group.

The line under a structure holds: PHOSPHO1 inh, IMP-1 inhibitor, IDE act, PfM18AAP inh, pCIP destab, GPR7 antag, IDE cell inh, NALP1 yeast inh, VIM-2 inh
Cc1cccc(OC(C)C(=O)N2CCCc3ccccc32)c1 (stereo not drawn)
 : 4, -2.2, -1, 8, -15, 4, 1, 37, -1.4
Cc1cc(NC(=O)CCC(=O)N(CC(=O)NCC2CCCO2)c2cccc(C)c2C)no1 (stereo not drawn)
 : 28, -3.5, 6, 1, -10, 0, -5, 0, -1.8
CCOc1ccccc1NC(=O)COc1ccc2c(c1)OCO2
 : 13, -0.5, 8, -6, -14, -10, 1, -10, 1.7
Cc1ccc(NCCC(=O)c2cccc([N+](=O)[O-])c2)c(C)c1
 : 11, -1.9, -1, 1, 4, 1, 4, 19, -2.3
Cc1ccc(CNC(=O)c2ccc(COc3ccccc3)cc2)cc1
 : -7, -2.4, -1, 4, -2, -15, -7, 35, -3.7
COc1ccccc1NC(=O)CN1CCN(C2c3ccccc3-c3ccccc32)CC1
 : 54, -1.8, -1, 0, -22, 0, -2, -5, -3.5
COc1cccc(Cl)c1NC(=O)N1CCN(c2ccnc3cc(Cl)ccc23)CC1
 : 27, -2.9, -31, 2, -2, -12, 26*, ·, -3.5
CCOc1ccc(CCNC(=O)C2CCCN(S(=O)(=O)N3CC(C)CC(C)C3)C2)cc1OCC (stereo not drawn)
 : 40, -1.0, 6, 3, -15, -9, -1, 2, -2.5
COc1ccc(Cl)cc1NC(=O)Nc1ccc(Br)cn1
 : 2, -3.0, 1, -3, 1, -9, 4, 28, -3.3
Cc1ccc(C2CN(c3ccccc3)CC2C(=O)c2ccc(F)cc2)cc1 (stereo not drawn)
 : 16, -3.4, 1, -4, -2, -15, 3, -4, -1.6
COc1ccc(OC)c(NC(=S)NCCSc2ccc(C)cc2)c1
 : 4, -2.1, 2, -9, 5, -10, 6, 20, -3.5
FC(F)(F)c1cc(-c2ccco2)nc(NCc2ccc(Cl)cc2)n1
 : 11, -2.0, 3, 8, 2, 3, 1, 0, -1.4
COc1ccc(-c2cc(C(F)F)n3ncc(C(=O)N4CCN(C(=O)c5ccco5)CC4)c3n2)cc1
 : 10, -3.2, 0, 6, -4, -8, 6, 28, -2.4
Cc1nc2nc(SCc3nc4ccccc4[nH]3)[nH]c2cc1Br
 : 9, -5.0, ·, -13, -5, -16, 7, ·, -4.1
COc1ccc(C(=O)N(C)Cc2ccccc2)cc1Br
 : 11, -1.3, ·, 1, -5, -5, 5, 32, -2.4
NC(=O)[C@@H]1CCCN1Cc1nc(Cc2ccccc2Cl)no1
 : 44, -3.0, 3, 0, -2, -16, 8, 5, -2.3
Cc1cccc(C)c1OCc1cc(C(=O)N2CCC[C@H]2C(N)=O)no1
 : 17, -1.6, -7, -11, -10, -6, ·, 9, -1.0
O=C(Cn1c(=O)oc2ccccc21)Nc1ccc(F)c(F)c1
 : 46, -2.2, -2, 2, -20, -1, -4, 21, -2.2
CCN1C(=O)/C(=C\N(C)C)S/C1=N\S(=O)(=O)c1ccc(C)cc1
 : 48, -2.2, -1, 6, -9, 1, 1, -20, 0.7
O=C(OCc1ccc([N+](=O)[O-])cc1)C1CC(=O)N(Cc2ccccc2Cl)C1 (stereo not drawn)
 : 13, -4.3, 2, -11, -7, 11, 4, -9, -1.8
CCN(Cc1cc(=O)n2cc(Cl)c(C)c(Cl)c2n1)Cc1nc2ccccc2c(=O)[nH]1
 : -2, -4.0, 3, -1, -34, -7, 1, -5, -2.1
CCOC(=O)c1c(SC)nc(SC)c2c1CCC2
 : -7, -2.8, -1, 2, -5, -3, -1, 17, -1.8
Cc1ccccc1Nc1nc(N)nc(COC(=O)CC2CC3CCC2C3)n1 (stereo not drawn)
 : -1, -3.9, 0, -6, -5, 4, 5, 33, -1.8
COc1ccc(OC)c(C(=O)CSc2nc3c(c(=O)n(C)c(=O)n3C)n2C(C)C)c1
 : 11, -1.3, -2, 1, -7, -14, ·, -5, -0.9
OCCCc1n[nH]c(=S)n1-c1ccccc1
 : 32, -1.9, 3, 22, -18, 4, 2, -9, 23*
CN1CCN(C(=O)Nc2ccc([N+](=O)[O-])cc2)CC1
 : 27, -2.6, 2, 4, -2, -12, -4, 8, -1.6
CCn1ncc(NC(=S)Nc2ccc3c(c2)OCO3)c1C(N)=O
 : -74, -1.7, 7, 11, -5, -8, 6, -21, -1.7
COc1ccc(N=CC2=C(O)CCCC2=O)cc1
 : -10, -1.7, 5, -2, -3, -3, 2, 10, -2.0
O=C(O)CC/C(=N\Nc1ccc([N+](=O)[O-])cc1)c1ccccc1
 : 12, -2.0, 2, 0, -14, 12, 2, 4, -3.1
COc1ccc2c(c1)CCCN2S(=O)(=O)c1ccc(Cl)cc1
 : ·, -4.2, -2, -2, -11, -5, 8, 11, -2.7

Part of the list above, with the structure last.
PHOSPHO1 inh | IMP-1 inhibitor | IDE act | PfM18AAP inh | pCIP destab | GPR7 antag | IDE cell inh | NALP1 yeast inh | VIM-2 inh | Molecule
13 | -4.3 | 2 | -11 | -7 | 11 | 4 | -9 | -1.8 | O=C(OCc1ccc([N+](=O)[O-])cc1)C1CC(=O)N(Cc2ccccc2Cl)C1 (stereo not drawn)
-2 | -4.0 | 3 | -1 | -34 | -7 | 1 | -5 | -2.1 | CCN(Cc1cc(=O)n2cc(Cl)c(C)c(Cl)c2n1)Cc1nc2ccccc2c(=O)[nH]1
-7 | -2.8 | -1 | 2 | -5 | -3 | -1 | 17 | -1.8 | CCOC(=O)c1c(SC)nc(SC)c2c1CCC2
-1 | -3.9 | 0 | -6 | -5 | 4 | 5 | 33 | -1.8 | Cc1ccccc1Nc1nc(N)nc(COC(=O)CC2CC3CCC2C3)n1 (stereo not drawn)
11 | -1.3 | -2 | 1 | -7 | -14 | · | -5 | -0.9 | COc1ccc(OC)c(C(=O)CSc2nc3c(c(=O)n(C)c(=O)n3C)n2C(C)C)c1
32 | -1.9 | 3 | 22 | -18 | 4 | 2 | -9 | 23* | OCCCc1n[nH]c(=S)n1-c1ccccc1
27 | -2.6 | 2 | 4 | -2 | -12 | -4 | 8 | -1.6 | CN1CCN(C(=O)Nc2ccc([N+](=O)[O-])cc2)CC1
-74 | -1.7 | 7 | 11 | -5 | -8 | 6 | -21 | -1.7 | CCn1ncc(NC(=S)Nc2ccc3c(c2)OCO3)c1C(N)=O

Additional results follow.
The line under a structure holds: PHOSPHO1 inh, IMP-1 inhibitor, IDE act, PfM18AAP inh, pCIP destab, GPR7 antag, IDE cell inh, NALP1 yeast inh, VIM-2 inh
COc1ccc(Cc2nnc(Cl)c3ccccc23)cc1OC
 : 52, -1.9, 4, 8, -2, -14, 1, -4, 0.1
Cc1nn(Cc2noc(C(=O)NCCCn3ccnc3)n2)c(C)c1Br
 : 35, -0.6, -2, 5, -2, 2, -2, 4, -0.8
Cn1cc(Cl)c(-c2n[nH]c(=S)n2-c2ccccc2)n1
 : 1, -3.1, -7, 27, -8, -10, -4, 18, 14*
COc1ccccc1C(=O)N1CCN(Cc2nc3cc([N+](=O)[O-])ccc3n2C)CC1
 : 0, -0.3, -4, 3, 1, 10, 6, 5, -1.0
CCCN(CC(=O)Nc1ccccc1C)C(=O)c1ccc(-c2ccccc2)cc1
 : 30, -1.1, -1, -1, -16, -20, -1, 7, -1.6
COc1ccc(S(=O)(=O)Cc2ccc(C(=O)NCCCN3CCc4ccccc4C3)o2)cc1
 : 17, -3.1, 0, -8, -29, -12, 2, -18, -2.1
O=C(CSCc1ccc(Br)cc1)NCc1ccccn1
 : 37, -1.5, 1, -11, -6, 3, 4, -12, -1.9
Cc1nnc(NC(=O)C2CCCO2)s1 (stereo not drawn)
 : -16, -1.7, -3, 13, -20, -3, -4, 8, -3.5
O=C(NCCCO)/C(=C\c1ccco1)NC(=O)c1ccco1
 : 29, -0.9, 2, 3, 0, 10, 1, 21, -1.3
Cc1cccc(NC(=O)CCC(=O)N/N=C/c2cc([N+](=O)[O-])ccc2O)c1
 : 0, -4.0, 6, -8, 4, 5, -5, 20, -2.7
CC(NC(=O)c1ccc2ccccc2n1)c1ccc(S(N)(=O)=O)cc1 (stereo not drawn)
 : 42, -0.9, 4, -13, 5, -3, 5, 7, -0.2
COc1cccc(NC(=S)N2CCN(S(=O)(=O)c3ccc(F)cc3)CC2)c1
 : 37, 1.8, -1, -2, -16, -7, ·, -4, -2.9
CC(CN1CCCCC1)OC(=O)COc1ccc(Cl)cc1 (stereo not drawn)
 : -39, 0.0, 1, -10, 5, 6, 9, -2, -0.6
COc1cc(-c2ccc(NC(C)=O)c(OC)c2)ccc1NC(C)=O
 : 16, -2.8, 1, -17, -24, -6, 4, 16, -0.8
Cc1ccc(NC(=S)NC2CCN(Cc3ccccc3)CC2)cc1C
 : 16, -2.3, 5, -7, -4, 9, 1, 0, -1.4
O=C(CCc1ccc(F)c(F)c1)NC1CCCN(Cc2ccc(Cl)cc2)C1 (stereo not drawn)
 : 35, 0.6, -1, -6, 10, 17, 0, -8, -0.1
O=C(CSc1ccc(-c2ccco2)nn1)NCc1ccc(Cl)cc1
 : 6, -2.3, 1, -20, -11, -13, -1, 21, 0.6
COc1ccc(CN(CC(=O)NC2CCCC2)C(=O)CCC(=O)Nc2cc(C)on2)cc1
 : 6, -5.0, 6, -8, -39, -14, 8, 11, -0.2
CCOC(=O)c1c(C=O)c(C)n(Cc2ccccc2)c1C
 : -4, -3.1, 0, -17, -8, -5, 2, 17, -2.1
O=C(CC(=O)NN=C1CCCCCC1)NCc1cccnc1
 : -19, -3.8, 3, 2, -1, 6, -5, 5, -5.7
N#C/C(=C/c1ccc(N2CCCC2)c([N+](=O)[O-])c1)c1nc2ccccc2[nH]1
 : 22, -1.2, -2, 1, -3, -4, 2, -9, -3.0
